Compound activity as filed in PubChem BioAssay.
Fam108B counter – mouse Fam108B serine hydrolase inhibitors, primary screen, counter-screen for RBBP9 inhibitor project, biochemical, fluorescence polarization | recombinant Fam108B, FP-Rh probe fluorescence polarization | inhibition, % at 9.51 µM | 300,000 tested, 0.33% active | AID 1947, 2009;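 active = inhibition above the screen mean inhibition plus 3 SD, computed separately per campaign, cut at about 18% in these data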;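 also: inhibitors lower polarization as less probe binds the enzyme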
TPT1 inhibitor – Candida albicans TPT1 enzyme inhibitors, primary screen, biochemical, fluorescence polarization. recombinant caTPT1, FP RNA substrate dephosphorylation. AID 1962, 2009. tRNA 2'-phosphotransferase TPT1 (Candida albicans SC5314). 300,000 tested, 0.81% active. inhibition, % at 5 µM;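 active = inhibition above the mean of all tested compounds plus 3 SD, set per screening campaign, cut at about 24% in these data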;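 also: plate controls were DMSO alone for no effect and ferristatin control at 100 nM for full effect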
BCLXL inh – inhibitors of human Bcl-xL, primary screen, biochemical, fluorescence polarization, HTS | AID 2129, 2009 | GST-Bcl-xL / FITC-Bim BH3 peptide fluorescence polarization | inhibition, % at 10.9 µM | 320,000 tested, 0.7% active;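 active = inhibition above the mean of all tested compounds plus 3 SD, cutoff set per campaign, cut at about 30% in these data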;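 also: 0% = DMSO wells and 100% = unlabeled Bim-BH3 peptide competitor; inhibitors lower millipolarization by displacing the labeled peptide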
MCL1-BIM inh – inhibitors of MCL1 binding to BIM-BH3, primary screen, biochemical, fluorescence polarization | Induced myeloid leukemia cell differentiation protein Mcl-1 (Homo sapiens), Q07820 | GST-MCL1 / FITC-Bim-BH3 fluorescence polarization | inhibition, % at 10.9 µM | 320,000 tested, 0.68% active;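 active = inhibition above the mean inhibition of all tested compounds plus 3 SD, set per campaign, cut at about 40% in these data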;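 also: 0% = DMSO wells and 100% = unlabeled Bim-BH3 peptide control; higher means more loss of mP so more displacement of Bim peptide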
MEX-5 binding – MEX-5 zinc finger RNA-binding disruptors – biochemical, C. elegans, fluorescence polarization, MLPCN library, primary screen; Zinc finger protein mex-5 (Caenorhabditis elegans), Q9XUB2; MEX-5/FITC-TCR2 RNA binding; stronger effect = lower value; activity score (negative = inhibition of binding), % at 10 µM; 300,000 tested, 0.38% active;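 active = inhibition past about -25% in most replicates, and total fluorescence under double the plate's negative control median, limit read from the data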;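 also: 0% = DMSO and -100% = 5 µM competing unlabeled TCR2 RNA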
PAD4 inh – human PAD4 inhibitors, primary screen, biochemical, fluorescence polarization, 1536-well format; inhibition, % at 6.36 µM; 330,000 tested, 0.41% active; AID 485272, 2010; recombinant PAD4, RCA probe fluorescence polarization;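 active = percent inhibition above a cutoff equal to the mean of all tested compounds plus 3 SD, cut at about 15% in these data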;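 also: 0% = PAD4 with RCA probe and DMSO and 100% = probe without PAD4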
GSTO1 inh – inhibitors of recombinant GSTO1, primary screen, counter-screen for RBBP9 inhibitor project, biochemical, fluorescence polarization. activity-based probe fluorescence polarization. inhibition, % at 5.96 µM. 300,000 tested, 1.1% active;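 active = inhibition above the campaign mean inhibition plus 3 SD, cut at about 35% in these data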;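 also: 0% = GSTO1-1 with DMSO and 100% = wells lacking GSTO1-1 enzyme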
Target sequence (P78417 whole entry, looked up): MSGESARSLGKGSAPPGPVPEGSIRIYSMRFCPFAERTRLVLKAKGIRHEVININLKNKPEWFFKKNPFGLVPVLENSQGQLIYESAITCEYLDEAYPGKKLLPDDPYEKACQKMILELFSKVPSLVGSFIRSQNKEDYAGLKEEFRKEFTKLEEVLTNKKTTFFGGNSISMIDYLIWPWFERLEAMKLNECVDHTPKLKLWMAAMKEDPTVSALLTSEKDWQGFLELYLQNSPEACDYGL
PME-1 inh – PME-1 inhibitors via competitive probe labeling, primary screen, biochemical, fluorescence polarization, FP-Rh probe, HTS. Protein phosphatase methylesterase 1 (Homo sapiens), Q9Y570. recombinant PME-1. inhibition, % at 5.9 µM. 320,000 tested, 0.53% active. AID 2130, 2009;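 active = inhibition above the campaign mean of all compounds plus 3 SD, cut at about 26% in these data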;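 also: competitive labeling of PME-1 active site by serine hydrolase directed probe; 0% = PME-1 with DMSO and 100% = wells lacking PME-1 enzyme; inhibitors block probe labeling so polarization falls and inhibition rises; many of its hits are not listed in these tables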
Target sequence (Q9Y570 whole entry, looked up): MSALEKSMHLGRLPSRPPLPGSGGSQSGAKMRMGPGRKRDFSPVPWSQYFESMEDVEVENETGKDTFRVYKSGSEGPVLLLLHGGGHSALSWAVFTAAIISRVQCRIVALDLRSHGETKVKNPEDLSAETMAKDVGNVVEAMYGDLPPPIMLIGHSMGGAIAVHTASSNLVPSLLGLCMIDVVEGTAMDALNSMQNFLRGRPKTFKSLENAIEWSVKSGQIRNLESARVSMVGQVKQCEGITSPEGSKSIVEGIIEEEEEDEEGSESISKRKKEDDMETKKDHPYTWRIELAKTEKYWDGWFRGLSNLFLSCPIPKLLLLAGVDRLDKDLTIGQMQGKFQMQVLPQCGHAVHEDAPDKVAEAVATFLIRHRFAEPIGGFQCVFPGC
GLD-1 TGE inh – GLD-1/TGE RNA complex disruptors, primary screen, biochemical, fluorescence polarization. Female germline-specific tumor suppressor gld-1 (Caenorhabditis elegans), Q17339. purified GLD-1 + fluorescein TGE RNA. inhibition, % at 5.96 µM. 320,000 tested, 0.44% active. AID 2280, 2010;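 active = percent inhibition above a per-plate cutoff, the plate mean of test compounds plus 3 SD, cut at about 30% in these data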;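 also: 0% = DMSO wells with GLD-1 and probe and 100% = wells lacking GLD-1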
Target sequence (Q17339 whole entry, looked up): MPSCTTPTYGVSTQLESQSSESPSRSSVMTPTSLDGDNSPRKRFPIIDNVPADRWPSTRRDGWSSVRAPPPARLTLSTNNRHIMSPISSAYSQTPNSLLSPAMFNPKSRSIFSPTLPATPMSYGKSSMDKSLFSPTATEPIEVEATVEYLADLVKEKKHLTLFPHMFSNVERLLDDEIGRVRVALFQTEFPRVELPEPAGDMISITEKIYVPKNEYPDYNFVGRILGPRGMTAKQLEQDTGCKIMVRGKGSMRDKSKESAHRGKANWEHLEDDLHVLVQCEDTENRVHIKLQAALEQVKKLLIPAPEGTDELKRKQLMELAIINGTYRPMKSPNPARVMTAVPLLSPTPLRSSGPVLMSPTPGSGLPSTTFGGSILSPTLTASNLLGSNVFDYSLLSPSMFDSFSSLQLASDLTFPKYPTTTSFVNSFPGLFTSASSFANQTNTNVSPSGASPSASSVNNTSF
An asterisk follows results filed as active; x = not tested or not shown. An excerpt. The share of hits here may be higher or lower than overall.

molecule	MEX-5 binding	PME-1 inh	GLD-1 TGE inh	PAD4 inh	MCL1-BIM inh	Fam108B counter	GSTO1 inh	BCLXL inh	TPT1 inhibitor
COc1cccc(NC(=O)Cc2cn(C)c3ccccc23)c1	2.0	1.8	6.2	0.3	-4.8	6.8	-1.3	-0.5	0.4
Nc1ccc(-c2nc3c(Cl)c(N)ccc3[nH]2)cc1	x	11.4	1.9	-2.6	3.3	9.2	1.9	10.7	0.3
Cc1c(Br)cc(C(=O)N2CCCCCC2)c(C)c1C	-2.4	2.0	-3.7	-3.3	-2.2	0.3	8.5	-0.5	0.0
Cc1ccnc(NC(=O)c2cccc(S(=O)(=O)N3CCN(c4ccc(F)cc4)CC3)c2)c1	-0.8	-2.5	-6.9	0.1	-5.3	-3.2	-4.0	-0.8	-1.3
CN1CCN(c2ccc([N+](=O)[O-])cc2C(=O)c2ccccc2)CC1	0.6	-0.3	-5.1	-3.5	0.8	2.6	2.5	-1.8	3.2
CC(=O)c1ccc(N(CC(=O)NC2CCCC2)C(=O)CNC(=O)c2ccco2)cc1	2.0	-0.3	5.0	3.1	5.5	-0.3	7.6	6.8	-1.5
CCOC(=O)C1CCN(C(=O)c2[nH]c3ccc(OC)cc3c2C)CC1	0.9	3.0	8.1	-4.0	-0.7	2.5	5.4	2.1	1.1
Cc1[nH]c2ccc(C(=O)N3CCN(c4ccc(F)cc4)CC3)cc2c1C	0.5	3.8	4.2	0.6	-4.5	-0.4	1.1	-2.3	0.3
CC1=C(C(=O)OCC(Br)(Br)Br)C(c2cccc([N+](=O)[O-])c2)NC(=O)N1CCCC(=O)O (stereo not drawn)	1.1	9.2	0.0	-1.2	8.3	0.2	14.7	4.4	0.9
CCOc1ccc(C2/C(=C(\O)c3ccc4c(c3)OCCO4)C(=O)C(=O)N2CCCn2ccnc2)cc1OC (stereo not drawn)	-1.6	1.1	0.0	-0.7	7.1	-0.9	4.9	4.1	2.9
COc1ccc(CN2C(=O)c3ccc(C(=O)O)cc3C2=O)cc1	0.7	1.5	0.9	0.4	-0.8	2.2	-0.3	-2.6	-1.1
COc1ccc(CN2CCNC(=O)C2CC(=O)N(C)Cc2ccno2)c(F)c1 (stereo not drawn)	-2.0	-9.8	5.2	0.8	11.6	-0.5	3.9	12.8	-3.6
COc1ccc(CN2C(=O)C(CC(C)C)Nc3ncnc(N4CCOCC4)c32)cc1 (stereo not drawn)	-0.3	-4.8	-1.8	1.1	2.2	-2.0	3.6	2.3	-4.4
CC(=O)NC(NC(=S)Nc1ccccc1Br)C(Cl)(Cl)Cl (stereo not drawn)	1.5	-0.2	2.8	1.3	6.5	-3.3	-3.1	5.2	-6.4
CCOC(=O)N/N=C(\C)c1ccccc1OC(F)F	-2.3	3.0	-2.9	1.1	2.7	-0.4	1.9	3.4	-1.2
S=c1[nH]nc(-c2cccc(Cl)c2)n1CCN1CCCCC1	-0.2	0.9	-0.3	0.0	-6.5	1.2	5.2	-14.8	-4.2
O=C(NCCCN1CCCC1=O)c1ccc(Cl)c(NS(=O)(=O)c2ccc(F)cc2)c1	-0.9	-1.8	-0.9	0.7	-5.0	-3.1	3.3	1.0	-0.7
C/C(=N\NC(=O)c1ccncc1)c1cc2ccccc2oc1=O	-4.1	-0.3	3.7	-10.4	-1.2	1.0	-2.0	3.2	4.9
CCCCCCCCCCCCCCCC[N+](C)(C)CC	-2.9	-4.7	1.0	-3.6	2.0	5.2	5.6	6.5	-0.2
CSc1cccc(N2CC(C(=O)Nc3ccccc3N3CCCC3)CC2=O)c1 (stereo not drawn)	2.1	-7.5	3.3	-3.8	-6.9	-1.0	0.0	-5.3	-2.5
O=C(CNC(=O)c1cccs1)NCC(=O)OCc1ccc(Cl)cc1Cl	3.1	-0.5	11.1	-1.3	0.8	3.6	1.6	5.3	3.3
COc1cc(/C=C/C(=O)OCC(=O)Nc2c(C)n(C)n(-c3ccccc3)c2=O)cc(OC)c1OC	x	4.3	0.6	-2.4	-6.2	x	x	-2.1	x
CC(C)[C@H](NC(=O)NCc1ccc(Cl)cc1)C(=O)O	0.1	-8.2	1.7	3.2	-2.4	-0.3	-2.4	-4.1	0.9
CCOC(=O)N1CCN(CC(=O)Nc2cccc(Br)c2)CC1	-1.2	-0.1	8.5	0.8	1.7	-6.2	-1.8	-1.3	2.1
O=C(Nc1ccc(Br)cn1)C1CCN(S(=O)(=O)c2cccs2)CC1	2.0	6.0	-1.5	-5.1	7.2	2.1	-7.3	3.8	-4.0
Cc1ccccc1OCC(=O)OCC(=O)NCc1ccccc1	x	-5.2	-6.8	0.2	12.7	x	x	9.5	x
CCC(=O)Nc1cc(C(F)(F)F)ccc1N1CCOCC1	-0.4	0.4	3.7	0.9	-0.9	5.8	0.5	2.0	-3.1
CC(Nc1ccccc1)c1cc(Cl)ccc1O (stereo not drawn)	x	5.7	3.7	3.1	2.2	-3.7	7.8	-1.0	-2.6
Cc1cc(N(C)C)c(C#N)c(NCc2ccccc2)n1	1.2	-2.2	1.0	-6.5	-0.1	1.4	-5.9	-0.4	2.0
O=C(CNC(=O)C12CC3CC(CC(C3)C1)C2)OCc1ccc(F)cc1Cl	x	-0.5	-4.8	-0.7	-1.7	x	x	-0.3	x
COc1ccc(NC(=O)c2cc(-c3ccccc3Cl)on2)cc1OC	-1.0	4.5	2.6	-5.2	8.7	-0.6	-9.7	3.2	-3.0
O=C(NCc1ccccc1)C1=C[C@@H](C2CC2)C[C@@H](OCc2ccc(CO)cc2)O1	1.3	4.3	-1.8	1.8	2.7	1.2	1.3	1.9	-1.4
C/C(=N\NC(=O)Cc1ccc(Cl)cc1)c1ccccc1O	3.3	1.3	5.1	-0.2	12.7	0.2	9.5	4.2	0.2
Cc1ccccc1N=Nc1c(O)[nH]c2ccccc12	0.1	-12.8	-11.8	-2.0	-0.4	1.4	-6.8	4.4	9.2
COc1cccc(N(C(=O)c2ccco2)C(C(=O)NC2CCCC2)c2cccnc2)c1 (stereo not drawn)	2.1	4.4	6.3	-0.2	2.9	2.1	4.5	2.2	-1.1
CC1=[N+](C)N(c2ccccc2)C(=O)C1N=C/C=C/c1ccccc1 (stereo not drawn)	-0.9	-1.8	6.0	-0.9	9.0	-1.2	4.4	3.7	1.0
O=C(/C=C/c1cccc([N+](=O)[O-])c1)Nc1cccc(NC(=O)c2ccco2)c1	-1.1	-2.5	1.1	-3.8	7.3	-1.8	-11.1	1.7	-0.5
COc1ccc(NC(=S)N2CCN(C(=O)c3ccco3)CC2)c(OC)c1	-0.6	-5.9	3.1	-6.2	4.3	-2.3	0.9	1.2	-1.6
N#Cc1cccc(CS(=O)(=O)c2ccc(Cl)cc2)c1	-0.3	-3.9	-2.5	9.2	3.0	3.2	0.1	3.6	2.5
CCn1nc2cc(C(=O)NCC34CC5CC(CC(C5)C3)C4)ccc2c1OC	2.6	-5.1	7.2	1.3	-5.6	-1.6	-5.3	-3.0	-2.2
C=CC(C)Sc1nc2c(c(=O)n(C)c(=O)n2C)n1Cc1ccccc1Cl (stereo not drawn)	-1.0	-14.5	1.4	-1.9	9.2	6.4	18.6	-0.5	0.1
COC(=O)c1ccc(COc2cccc(OC)c2)o1	-1.5	0.1	5.0	0.2	-7.5	-0.1	-6.3	5.1	0.0
COC(=O)[C@]1(C)N[C@H](c2ccc(-c3ccc(Cl)c(Cl)c3)cc2)[C@@H]2C(=O)N(C)C(=O)[C@@H]21	-3.0	-3.8	2.2	3.1	5.5	0.2	-2.7	7.4	-1.1
O=C(O)C1CCCN(S(=O)(=O)c2ccc(Br)s2)C1 (stereo not drawn)	1.1	-0.9	-9.2	-6.6	-4.5	-0.6	-9.9	-0.8	-0.5
Cc1ccc(S(=O)(=O)NCCC(=O)NC2CC2)cc1	0.5	8.5	6.8	6.1	6.9	-0.5	-3.8	12.0	-0.6
COc1ccc(OC)c(NC(=O)Cc2coc3ccc4ccccc4c23)c1	2.1	1.2	9.9	-1.5	2.2	-6.7	-2.7	3.2	0.7
CC(=O)NC1C(OCCOc2ccc(Cl)cc2Cl)OC(COC(C)=O)C(OC(C)=O)C1OC(C)=O (stereo not drawn)	0.9	-2.5	-7.4	-7.4	-14.4	-5.0	-6.5	-4.7	-4.0
COc1ccc(/C=C/C(=O)Nc2ccccc2C(=O)N2CCCC2)cc1	-0.2	-11.1	1.6	-2.5	-0.6	1.1	-7.2	0.3	3.1
COc1ccc(S(=O)(=O)Nc2ccc(O)c(Sc3nc4ccccc4s3)c2)cc1	-0.4	14.0	4.3	-5.8	-2.3	0.8	13.3	1.3	-0.4
Cc1ccc(N2C(=O)c3n[nH]c(C)c3C2c2ccccn2)cc1 (stereo not drawn)	1.6	3.6	2.2	-2.8	2.3	-2.2	-4.8	3.0	0.3

Next section.
molecule	MEX-5 binding	PME-1 inh	GLD-1 TGE inh	PAD4 inh	MCL1-BIM inh	Fam108B counter	GSTO1 inh	BCLXL inh	TPT1 inhibitor
COc1ccc(/C=N/NC(=O)c2nonc2C)cc1	0.2	-3.1	5.7	2.2	3.2	-6.5	-3.5	2.2	3.9
CSc1nc2ccc3nc(NC(=O)c4cccs4)sc3c2s1	-6.6	-11.7	3.4	-2.9	7.8	-20.8	-13.1	5.4	0.4
CCCOc1ccccc1C1CC(=O)NC(C)=C1C(=O)OCC(C)C (stereo not drawn)	-2.2	3.2	5.0	2.5	5.2	-1.4	-9.7	2.8	-4.2
COC(=O)c1ccccc1N/C=C1\CCc2c(c(C)nn2-c2ccccn2)C1=O	-1.8	7.0	9.7	4.9	9.8	2.0	23.1	6.2	-2.1
Cc1ccc(SCc2nc3ccccc3n2CC(=O)Nc2c(C)cccc2C)cc1	2.6	-15.3	0.8	0.8	-1.2	-12.3	-6.1	11.9	3.2
O=C(CCn1ccc2ccccc21)Nc1ccc(N2CCOCC2)cc1	-1.8	6.1	6.9	-1.2	7.1	5.4	-2.1	9.3	1.1
Clc1cccc(N2CCN(c3ncnc4nc[nH]c34)CC2)c1	-1.4	-6.5	-3.2	0.2	2.3	-1.7	-5.3	2.0	1.8
CCNc1oc(-c2ccccc2F)nc1S(=O)(=O)c1ccccc1	0.4	8.3	-2.2	-4.5	4.1	2.3	-1.6	5.7	1.1

Nothing new here: an excerpt of the list.
molecule	MEX-5 binding	PME-1 inh	GLD-1 TGE inh	PAD4 inh	MCL1-BIM inh	Fam108B counter	GSTO1 inh	BCLXL inh	TPT1 inhibitor
Clc1cccc(N2CCN(c3ncnc4nc[nH]c34)CC2)c1	-1.4	-6.5	-3.2	0.2	2.3	-1.7	-5.3	2.0	1.8
CCNc1oc(-c2ccccc2F)nc1S(=O)(=O)c1ccccc1	0.4	8.3	-2.2	-4.5	4.1	2.3	-1.6	5.7	1.1
